Source: PubChem BioAssay
Shiga toxin inh – A qHTS for Small Molecule Inhibitors of Shiga Toxin | hit rate 9.2% among 290,000 | AID 2315, 2010 | inhibition, % at 38.7 µM | Vero cells, Shiga toxin protein synthesis inhibition reporter; in the data active = inhibition mostly above about 28%, no sharp cut-off; inactive = mostly below about 43%; also: 0% is about no effect
Tb PYK inh – qHTS of Trypanosoma Brucei Inhibitors; pyruvate kinase (Trypanosoma brucei), Q57TT1; TbPYK enzyme, Kinase-Glo Plus ATP luminescence, 45 min; AID 624173, 2012; Potency, µM (top dose mostly 76.8 µM), without a hit: at the highest dose activity, negative = inhibition, usual class: inhibitors; hit rate 0.12% among 410,000; also: potency is read from the fitted curve at half-maximal effect; % is scaled to controls: 0 for no effect and ±100 for the full control effect; nearly all actives have a fitted effect of over 50% in size
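Luminescent Kinase-Glo Plus end-point after 45 min room-temperature reaction of T. brucei pyruvate kinase started with 130 uM ADP (final). Buffer TEA 50 mM pH 7.2 with KCl, MgCl2, BSA, Tween-20; titration-based qHTS with fitted concentration-effect curves.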
Pf growth 48h – Primary qHTS for delayed death inhibitors of the malarial parasite plastid, 48 hour incubation. P. falciparum luciferase growth in erythrocytes, 48 h. Potency, µM (titrated, usually from 28.7 µM), inactives show at the top dose activity change, negative = inhibition, most hits filed as inhibitors. hit rate 5.9% among 310,000. AID 504832, 2011; also: potency is read from the fitted curve at half-maximal effect; % is scaled to controls: 0 for no effect and ±100 for the full control effect
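Here the parasites carry a stable luciferase gene and grow inside erythrocytes in Albumax-based RPMI medium with compound for one erythrocytic cycle. Activity is scored as loss of luminescent signal.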
LmPK inh – qHTS Assay for Inhibitors of Leishmania Mexicana Pyruvate Kinase (LmPK); Q27686; purified LmPK, Kinase-Glo ATP luminescence, 1 h; Potency, µM (series often up to 57.5 µM), for the others: at the top dose activity change, negative = inhibition, hits mostly inhibitors; hit rate 0.37% among 290,000; AID 1721, 2009; also: potency is read from the fitted curve at half-maximal effect; % is scaled to controls: 0 for no effect and ±100 for the full control effect
Target sequence (Q27686 whole entry, looked up): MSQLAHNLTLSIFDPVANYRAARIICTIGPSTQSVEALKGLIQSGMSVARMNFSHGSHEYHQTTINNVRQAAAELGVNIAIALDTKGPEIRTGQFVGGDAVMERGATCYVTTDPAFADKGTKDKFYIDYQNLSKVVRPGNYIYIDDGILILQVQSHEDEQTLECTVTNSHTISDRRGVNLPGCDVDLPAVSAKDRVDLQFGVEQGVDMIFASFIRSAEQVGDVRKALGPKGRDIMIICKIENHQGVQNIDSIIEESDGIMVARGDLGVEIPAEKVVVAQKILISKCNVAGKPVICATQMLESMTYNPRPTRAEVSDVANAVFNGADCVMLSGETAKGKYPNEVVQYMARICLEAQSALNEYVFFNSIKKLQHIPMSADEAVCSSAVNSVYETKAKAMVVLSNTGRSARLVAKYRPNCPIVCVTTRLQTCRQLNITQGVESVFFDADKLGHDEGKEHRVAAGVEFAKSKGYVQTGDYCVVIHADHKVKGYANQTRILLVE
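qHTS format; LmPK 0.1 nM; substrates PEP 0.5 mM and ADP 0.1 mM. One-hour room-temperature incubation, then coupled luciferase luminescence; 0.5 nM enzyme wells mark activation.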
AMA1-RON2 inh – qHTS for Inhibitors of AMA1-RON; Towards Development of Antimalarial Drug Lead: Primary Screen; AlphaScreen AMA1-biotinylated RON2 peptide binding; hit rate 0.2% among 360,000; Potency, µM (series often up to 58.2 µM), for inactives: at the highest dose activity change, negative = inhibition, most hits filed as inhibitors;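 also: potency is read from the fitted curve at half-maximal effect; 0% = vehicle wells and -100% = peptide control; nearly all actives have a fitted effect of over 45% in size; some results filed as inactive show a strong effect at the top dose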
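AMA1 (3D7) with his tag at 25 nM final met compounds first, then biotinylated RON2 peptide at 25 nM; detection used donor plus acceptor beads, 10 µg/mL apiece, read by AlphaScreen after 30 min at room temperature.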
Cycloheximide cs – Cycloheximide Counterscreen for Small Molecule Inhibitors of Shiga Toxin; cell reporter, cycloheximide protein synthesis inhibition counterscreen; max response, %; hit rate 12% among 300,000; AID 2314, 2010; in the data active = max response mostly above about 13%, no sharp cut-off; inactive = mostly below about 14%; also: read at 38.3 µM for the half of the compounds with a filed dose; 0% is about no effect
Pf growth 96h – Primary qHTS for delayed death inhibitors of the malarial parasite plastid, 96 hour incubation | P. falciparum luciferase reporter growth, 96 h | Potency, µM (doses to about 28.7 µM), without a hit: top-dose activity change, negative = inhibition, actives largely listed as inhibitors | hit rate 6.9% among 320,000 | AID 504834, 2011; also: potency is read from the fitted curve at half-maximal effect; % is scaled to controls: 0 for no effect and ±100 for the full control effect
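Parasite growth measured via integrated firefly luciferase reporter in P. falciparum. Infected erythrocytes at 2% hematocrit, 0.05% parasitemia final were treated 96 hours at 37 C under 5% CO2, and luminescence was read.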
The depositor's hits bear a star; ? = inconclusive; . = no result given; & = joins results of further samples; [ ] = remark or other dose. Unless noted, calls follow the shape of the dose curve; as a rule, active = well fitted curve in the direction sought with a large enough effect; inconclusive = small, poorly fitted or top-dose-only effect, or another doubt; inactive = no such curve, though single readings can be large; an effect the other way counts as inactive or inconclusive.

Results follow in this order: AMA1-RON2 inh, LmPK inh, Cycloheximide cs, Pf growth 48h, Pf growth 96h, Tb PYK inh, Shiga toxin inh
- O=S(=O)(NCc1c(Cl)cccc1Oc1ccccc1)c1ccc(F)cc1
  3%, 3%, -1, 9.3µM*, ?, -1%, -1
- CCOc1ccc(C(N)=O)cc1OC
  -4%, 1%, -3, 9%, -18%, -5%, 1
- Nc1nc(CN2CCN(c3ccccn3)CC2)nc(Nc2ccc(F)cc2)n1
  -15%, 7%, -7, -6%, ., -3%, -29
- CC(=O)Nc1c2c(nn1-c1cccc(Cl)c1)CS(=O)C2 (centres undefined)
  5%, -2%, -4, ., -27%, 1%, -10
- COC(=O)c1oc2ccc(Cl)cc2c1-n1cccc1
  -2%, 8%, -1, 25%, -19%, -2%, 8
- COc1ccc(S(=O)(=O)N2CCN(C(=S)Nc3ccc(S(N)(=O)=O)cc3)CC2)cc1
  6%, -4%, -3, ?, ?, -15%, -2
- O=C(NCc1ccco1)C1CC(c2ccc(F)cc2)=NO1 (centres undefined)
  8%, 6%, 17*, 46%[activator], 53%[activator], -6%, 36
- O=C(NCCN1CCCC1)C(c1ccccc1)c1ccccc1
  5%, 12%, 5, 0%, -9%, -5%, .
- CCOCCCNC(=O)C(NC(=O)c1cnccn1)c1ccc(OC)cc1 (centres undefined)
  10%, 0%, -4, -3%, ., -2%, -4
- O=C(/C=C/c1ccccc1)Oc1cccc(C(=S)N2CCOCC2)c1
  -6%, 4%, 19, ?, ?, -1%, -9

The list continues:
Results follow in this order: AMA1-RON2 inh, LmPK inh, Cycloheximide cs, Pf growth 48h, Pf growth 96h, Tb PYK inh, Shiga toxin inh
- O=C(NCc1nnc(SCc2ccc(F)cc2)n1-c1ccc(F)cc1)C12CC3CC(CC(C3)C1)C2
  1%, 1%, 0, ?, ?, -5%, -2
- O=C(O)CCCNC(=O)C(c1ccccc1)c1ccccc1
  -3%&-11%, -2%&0%, 7&1, 12%&3%, -23%&25%, 0%&3%, 12&-12
- N#CCSc1nc2scc(-c3cccs3)c2c(=O)n1CCc1ccccc1
  -9%, 1%, -6, 3%, ?, -7%, -15
- Cc1ccc(CC2SC(=O)NC2=O)cc1Cl (centres undefined)
  1%, -4%, 6, 14%, 6%, -9%, 7
- CCOc1ccc(-c2nnc3sc(COc4ccc(Cl)cc4)nn23)cc1
  -4%, 1%, 1, 12%, 27%, 0%, 20
- COC(=O)CNC(c1ccccc1)c1cc(C)ccc1NC(=O)c1cccc(Cl)c1 (centres undefined)
  2%, 4%, -3, ?, 13µM*, -4%, -11
- Nc1c(-c2ccccc2)cnc2c(-c3ccccc3)cnn12
  55%[activator], 0%, 52*, 230%[activator], 477%[activator], -2%, 130*
- COc1cccc(CN2CCN(Cc3ccc(C#CC(C)(C)O)s3)CC2CCO)c1 (centres undefined)
  7%, 5%, -3, -8%, 36%[activator], -1%, -13
- COC(=O)C(C)Oc1ccc(=O)[nH]n1 (centres undefined)
  4%, 3%, 8, 40%[activator], -29%, -3%, -16
- COc1ccc(Cl)cc1C(=O)NCCCN1CCOCC1
  25%, -1%, -1, -14%, -16%, -2%, -4

Going on with the list:
Results follow in this order: AMA1-RON2 inh, LmPK inh, Cycloheximide cs, Pf growth 48h, Pf growth 96h, Tb PYK inh, Shiga toxin inh
- Cc1ccc(S(=O)(=O)N2CCN(C(=O)CCN3C(=O)c4ccccc4C3=O)CC2)cc1C
  -13%, 1%, -4, -7%, ?, 1%, 2
- COc1ccc(N(CC(=O)O)S(=O)(=O)c2c(C)n[nH]c2C)cc1
  0%, -3%, -7, ., 12%, 2%, 10
- CCN(CC)c1ccc(/C=C/C(=O)c2ccc(Br)cc2)cc1
  168%[activator], -6%, 14*, 22%, -9%, -6%, -3
- Cc1nc(NS(=O)(=O)c2ccccc2)sc1NC(=O)Nc1ccccc1
  -2%, 5%, -1, ?, ?, -9%, 17
- CC(C)c1ccc(S(=O)(=O)N2CCN(CC(O)CN3CCOCC3)CC2)cc1 (centres undefined)
  -5%, ., ., -2%, ?, -2%, .
- CCn1nc(CC(C)C)cc1C(=O)N1CCCC(Nc2ccc(OC)cc2)C1 (centres undefined)
  -7%, 7%, -4, 12%, ?, -9%, 0
- COc1ccc(-c2[nH]ncc2CN2CCC(OCc3cccnc3)CC2)c(F)c1
  0%, 0%, -2, 17%, 130%[activator], -4%, -8
- COc1ccc(S(=O)(=O)N(C)c2ccc(C(=O)Nc3ccccc3C(=O)N3CCOCC3)cc2)cc1OC
  14%, 1%, 0, 12µM*, ?, -3%, -6
- Fc1ccc(Oc2nccc(-c3ccc(Cl)cc3)n2)cc1
  11%, 2%, 26*, -9%, ?, -16%, 36*
- O=C(O)CN(CCOCCOCCN(CC(=O)O)CC(=O)O)CC(=O)O
  ., ., ., -9%, -6%, -7%, .

Following part
Results follow in this order: AMA1-RON2 inh, LmPK inh, Cycloheximide cs, Pf growth 48h, Pf growth 96h, Tb PYK inh, Shiga toxin inh
- CC(=O)NC(Cc1cnc[nH]1)C(=O)O (centres undefined)
  11%, 1%, -2, ?, 38%[activator], 3%, 11
- COc1ccccc1N1CCN(C(=O)CCNS(=O)(=O)c2ccc(Br)s2)CC1
  9%, 3%, -3, -19%, 41%[activator], 4%, 15
- Cc1cc(C)n(-c2ccc(C(=O)OCc3ccccc3)cc2)n1
  24%, -6%, 20, 52%[activator], -11%, -6%, -3
- CCN(CC)C(=O)C(C)N(C#N)c1nc(C)cc(C)n1 (centres undefined)
  13%, -11%, -5, -6%, 82%, -3%, -9
- COc1ccc(C2CC(c3ccccc3)n3nnnc3N2)cc1 (centres undefined)
  -24%, 0%, -2, ., -33%, 2%, -7
- COc1ccc(S(=O)(=O)N(C)CC(=O)NCc2ccco2)cc1OC
  0%, -2%, -3, -3%, -9%, 0%, -8
- CC(=O)N1c2ccc(S(=O)(=O)N3CCCC(C(=O)N4CCC(C)CC4)C3)cc2CC1C (centres undefined)
  -2%, 1%, -3, ?, ?, -1%, -8
- O=C(CCN1C(=O)C2C3C=CC(C3)C2C1=O)N1CCN(c2ccc(F)cc2)CC1 (centres undefined)
  2%, -9%, -3, ?, ., -5%, -27
- O=C(CSc1ccc(Br)cc1)NCC1CCCO1 (centres undefined)
  -7%, 2%, 19, 33%[activator], 40%[activator], -22%, 47
- Cc1ccc(S(=O)(=O)N(CC(=O)N2CCOCC2)c2ccc(C(C)C)cc2)cc1
  -1%, -5%, 16, -18%, 10µM*, -1%, -17

Going on with the list.
Results follow in this order: AMA1-RON2 inh, LmPK inh, Cycloheximide cs, Pf growth 48h, Pf growth 96h, Tb PYK inh, Shiga toxin inh
- COc1cc(CNc2ncn[nH]2)ccc1OCc1ccccc1C
  6%, -6%, 37*, 17%, 5%, 1%, 68*
- O=C(CSc1cccc2cccnc12)N/N=C/c1cccc(O)c1
  13%, 4%, -3, -13%, 25%, -13%, 17
- Cc1ccc(C)c(Cn2cnc3c(oc4ccccc43)c2=O)c1
  10%, 14%, 20*, -20%, 2.1µM*, 4%, 27
- C/C(=C\c1ccco1)C1C(C#N)=C(N)OC2=C1C(=O)CC(C)(C)C2 (centres undefined)
  -8%, 6%, 1, ?, 38%[activator], -19%, 2
- N#CCC(=O)Nc1ccc(C(=O)OC(C(=O)Nc2cc(C(F)(F)F)ccc2Cl)c2ccccc2)cc1 (centres undefined)
  -7%, ., ., ?, ?, -10%, .
- CCCOc1ccc(C2(C(=O)O)CCCC2)cc1
  2%, -3%, -3, -1%, ?, 0%, -10
- CCOC(=O)c1cc2cc(OCc3ccccc3)ccc2nc1C
  31%[activator], 5%, -5, -4%, ?, -3%, -9
- COCCN(C(=O)Cn1c(C(F)(F)F)nc2ccccc21)c1c(N)n(Cc2ccccc2)c(=O)[nH]c1=O
  9%, -10%, -2, ?, 15µM*, -8%, -1
- CCOC(=O)c1c(CSc2ccccc2)n(C)c2ccc(O)cc12
  0%, -18%, -2, ?, -15%, 1%, -3
- COc1[nH]c(/N=C/c2ccccc2)c(C#N)c1C#N
  31%[activator], 2%, 1, 16%, -15%, -14%, 10

New compounds follow:
Results follow in this order: AMA1-RON2 inh, LmPK inh, Cycloheximide cs, Pf growth 48h, Pf growth 96h, Tb PYK inh, Shiga toxin inh
- CS(=O)(=O)Nc1ccc(S(=O)(=O)N2CCOCC2)cc1
  -14%, 5%, -2, ?, 19%, 5%, -12
- CCOc1ccc(/C=C(/NC(=O)c2ccccc2)C(=O)NCCC(=O)O)cc1
  -2%, 2%, 1, 3%, -17%, 4%, -14
- COc1ccc(C(CNC(=O)COc2ccc(C)c(C)c2)N2CCCCC2)cc1 (centres undefined)
  -7%, 7%, -3, ?, -20%, -3%&0%, -6
- CSCC[C@@H](C(=O)NCCCCCCCCCCC(=O)N1CCN(C(=O)OC(C)(C)C)CC1)n1cc(CCO)nn1
  14%, ., ., 5.2µM*, 1.9µM*, 0%, .
- Cc1cccc(-n2ncc3c2CCCC3NC(=O)CCc2cccnc2)c1C (centres undefined)
  0%, 5%, 1, 0%, -11%, 0%, 10
- COc1cc(/C=C/C(=O)OCC(=O)N2CCCc3ccccc32)ccc1OC(F)F
  6%, ., ., -23%, -3%, 4%, .
- COc1ccc(C(CNC(=O)c2ccc3c(c2)OCCO3)N(C)C)cc1 (centres undefined)
  2%, 2%, -3, 2%, 7%, -4%, 34
- Cc1oc2c(c(C)cc3oc(=O)c(CC(=O)NCC(=O)NCC(=O)NCC(C)O)c(C)c32)c1C (centres undefined)
  2%, -2%, -3, -9%, 2%, -2%, 21
- Cc1noc(NS(=O)(=O)c2ccc(NC(=O)c3nn(-c4ccc(F)cc4)ccc3=O)cc2)c1C
  0%, 9%, -1, -14%, ?, -13%, -5
- CCOc1cccc(NC(=O)C(Cc2cccs2)c2nn[nH]n2)c1 (centres undefined)
  4%, 1%, 2, 47%[activator], ?, ., -4
- O=C(Nc1ccc(F)c(Cl)c1)C1CCN(c2ncnc3c2nc2n3CCCCC2)CC1
  -4%, 1%, -2, 6%, ?, 0%, 5
- CC(Cc1ccccc1Sc1ccc(O)cc1)N(C)C (centres undefined)
  -8%, -1%, -1, 13µM*, ., -4%, -11

Compound profiles, as listed above. Order of values: AMA1-RON2 inh, LmPK inh, Cycloheximide cs, Pf growth 48h, Pf growth 96h, Tb PYK inh, Shiga toxin inh
CC(Cc1ccccc1Sc1ccc(O)cc1)N(C)C (centres undefined) across the screens: -8%, -1%, -1, 13µM*, ., -4%, -11
O=C(Nc1ccc(F)c(Cl)c1)C1CCN(c2ncnc3c2nc2n3CCCCC2)CC1 across the screens: -4%, 1%, -2, 6%, ?, 0%, 5
Cc1cccc(-n2ncc3c2CCCC3NC(=O)CCc2cccnc2)c1C (centres undefined) across the screens: 0%, 5%, 1, 0%, -11%, 0%, 10

Outcome played no part in choosing rows; overall some 21% were active at least once.
